PAFAH2 inh – PAFAH2 (human) inhibition | recombinant PAFAH2, FP-rhodamine activity probe, fluorescence polarization | inhibition, % at 3.39 µM | AID 492956 | 0.99% of 340,000 active | Q99487;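 active means inhibition above the mean over all tested compounds plus 3 SD, cut at about 30% in these data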;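 further: inhibitors block probe labeling of enzyme so polarization drops; 0% = enzyme with DMSO and 100% = wells lacking PAFAH2 protein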
PREPL inhibitor – human PREPL enzyme inhibition; inhibition, % at 5.96 µM; recombinant PREPL, fluorescence polarization activity-based probe; 0.68% of 320,000 active; in the data active means inhibition above about 43%;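 further: 0% = enzyme with DMSO and 100% = wells lacking enzyme; many of its hits are not listed in these tables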
PAFAH1B3 FP inh – PAFAH1B3 (human) inhibition; Q15102; recombinant PAFAH1B3, FP-rhodamine probe, fluorescence polarization; inhibition, % at 3.39 µM; 0.28% of 340,000 active; AID 492972;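 active means inhibition above the screen-wide average of all tested compounds plus 3 SD, cut at about 25% in these data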;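 further: 0% = enzyme with DMSO only and 100% = wells lacking PAFAH1B3 protein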
Target sequence (Q15102 whole entry, looked up): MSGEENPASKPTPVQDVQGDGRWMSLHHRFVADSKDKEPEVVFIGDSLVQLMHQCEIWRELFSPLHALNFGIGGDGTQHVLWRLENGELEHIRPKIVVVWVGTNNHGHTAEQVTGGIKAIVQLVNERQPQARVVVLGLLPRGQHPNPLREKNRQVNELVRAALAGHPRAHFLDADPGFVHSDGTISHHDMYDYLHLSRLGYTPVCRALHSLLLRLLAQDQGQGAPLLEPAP
LYPLA2 counter – LYPLA2 (human) inhibition in PME1 counter-screen; inhibition, % at 5.9 µM; recombinant LYPLA2, FP-Rh probe fluorescence polarization; AID 2177; O95372; 0.38% of 320,000 active;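 active means inhibition above the screen-wide mean plus 3 SD, limit set per campaign, cut at about 26% in these data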;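 further: 0% = LYPLA2 with DMSO and 100% = wells lacking LYPLA2 enzyme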
LYPLA1 counter – LYPLA1 (human) inhibition in PME1 counter-screen; recombinant LYPLA1, FP-Rh probe fluorescence polarization; 0.16% of 320,000 active; O75608; inhibition, % at 5.9 µM;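 active means inhibition above the mean of all tested compounds plus 3 SD, set per campaign, cut at about 14% in these data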;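 further: inhibitors block serine hydrolase probe labeling of LYPLA1 so polarization falls; 0% = enzyme with DMSO and 100% = wells lacking LYPLA1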
Target sequence (O75608 whole entry, looked up): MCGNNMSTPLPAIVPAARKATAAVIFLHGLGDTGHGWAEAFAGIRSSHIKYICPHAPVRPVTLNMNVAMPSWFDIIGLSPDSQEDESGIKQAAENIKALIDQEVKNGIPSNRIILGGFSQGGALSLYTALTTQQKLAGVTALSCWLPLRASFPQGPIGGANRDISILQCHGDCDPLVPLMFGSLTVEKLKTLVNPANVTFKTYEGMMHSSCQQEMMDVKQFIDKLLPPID
PAD4 inh – inhibitors of human PAD4; recombinant PAD4, RCA probe fluorescence polarization; inhibition, % at 6.36 µM; Q9UM07; 0.41% of 330,000 active; AID 485272;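 active means percent inhibition above a cutoff equal to the mean of all tested compounds plus 3 SD, cut at about 15% in these data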;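 further: 0% = PAD4 with RCA probe and DMSO and 100% = probe without PAD4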
GSTO1 counter – blocks human GSTO1 in RBBP9 counter-screen. P78417. 1.1% of 300,000 active. recombinant GSTO1, activity-based probe fluorescence polarization. inhibition, % at 5.96 µM;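 active means inhibition above the campaign mean inhibition plus 3 SD, cut at about 35% in these data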;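 further: 0% = GSTO1-1 with DMSO and 100% = wells lacking GSTO1-1 enzyme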
Target sequence (P78417 whole entry, looked up): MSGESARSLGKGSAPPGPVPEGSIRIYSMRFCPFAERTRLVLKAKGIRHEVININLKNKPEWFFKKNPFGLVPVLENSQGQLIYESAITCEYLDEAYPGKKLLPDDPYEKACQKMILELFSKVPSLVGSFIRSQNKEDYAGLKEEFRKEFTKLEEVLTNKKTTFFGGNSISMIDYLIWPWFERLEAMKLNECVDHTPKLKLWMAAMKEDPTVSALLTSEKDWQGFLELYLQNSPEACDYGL
ZTA DNA inh – blocks Epstein-Barr virus ZTA, an EBNA-1 counter-screen. P03206. ZTA-DNA binding, fluorescence polarization. inhibition, % at 11 µM. 0.15% of 320,000 active. AID 2234; in the data active means inhibition above about 33%
Target sequence (P03206 whole entry, looked up): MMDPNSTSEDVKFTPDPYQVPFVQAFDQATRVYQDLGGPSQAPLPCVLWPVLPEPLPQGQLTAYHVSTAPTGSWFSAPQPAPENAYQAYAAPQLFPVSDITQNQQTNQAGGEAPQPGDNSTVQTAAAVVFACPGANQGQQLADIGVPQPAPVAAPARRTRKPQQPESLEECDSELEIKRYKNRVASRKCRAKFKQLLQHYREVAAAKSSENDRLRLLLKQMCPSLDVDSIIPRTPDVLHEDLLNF
EBNA-1 inh – blocks EBNA-1 binding to DNA. EBNA-1 DNA binding, fluorescence polarization. inhibition, % at 14.8 µM. 0.34% of 300,000 active. AID 1950; in the data active means inhibition above about 28%
* hit, by the source's call; / = no result given. An excerpt; the hit share may differ from the screen's.

The line under a structure holds: PAD4 inh	PREPL inhibitor	LYPLA2 counter	PAFAH2 inh	GSTO1 counter	PAFAH1B3 FP inh	EBNA-1 inh	LYPLA1 counter	ZTA DNA inh
1: CCOC(=O)C1(CCCc2ccccc2)CCN(C(=O)c2cncs2)CC1
  -1	17	3	15	1	-1	0	2	9
2: CSc1nnnn1-c1ccc(C(=O)OCC(=O)N2CCOCC2)cc1
  4	-2	-10	-4	-1	4	-8	-3	3
3: Cc1cccc(NC(=O)CN(C)S(=O)(=O)c2ccccc2)n1
  -3	-6	-2	-1	-5	0	-1	-2	-9
4: Cc1ccc(NP(=O)(c2ccc(N(C)C)cc2NC(=O)c2cccs2)N2CCOCC2)cc1Cl (stereo not drawn)
  -3	14	-4	-2	-14	2	1	-7	9
5: CCOc1ccc(-n2ccnc2SCC(=O)Nc2nnc(CC)s2)cc1
  -3	-4	0	-5	-1	13	3	1	14
6: COc1cc(/C=N/NC(=O)NC2CCCCC2)cc(OC)c1O
  -3	10	-4	0	13	10	-2	1	1
7: CC(=O)c1c(C(C)=O)c(C)n(-c2nc(-c3ccc(C)c(C)c3)c(C)s2)c1C
  -6	12	1	2	0	18	-24	0	-15
8: CC(C)CCN1CCN(CCCc2ccccc2)CC1CCO (stereo not drawn)
  -1	15	0	2	-3	12	-9	-1	-1
9: OC(COc1ccc2cc(Br)ccc2c1)Cn1ccnc1 (stereo not drawn)
  -1	0	-8	-8	5	-3	-9	-3	-7
10: O=C(OCC(=O)c1ccccc1Br)c1ccccn1
  -1	4	-5	1	3	15	-11	1	-15
11: Cc1cc(OCC(=O)N[C@@H](Cc2c[nH]c3ccccc23)C(=O)O)c2c(C)c(C)c(=O)oc2c1
  5	-1	0	3	-2	1	-2	-1	16
12: Cc1cccc2cc(CN(Cc3ccc(F)cc3)C(=O)N(C)C)c3nnnn3c12
  -3	-4	-2	-2	-1	5	-29	-3	-6
13: Cc1ccc(C(=O)N(CC(=O)NC2CCCC2)c2ccccc2Cl)s1
  2	-6	-3	8	9	7	-2	2	10
14: CC1CN(C(=O)c2cc(S(=O)(=O)N(C)c3ccc(F)cc3)ccc2Cl)CC(C)O1 (stereo not drawn)
  -6	15	-5	-6	1	5	-4	-2	0
15: N#Cc1ccc(N2Cc3ccccc3/C2=N/C(=O)Nc2ccc(Cl)cc2)cc1
  -2	3	-4	-1	1	-9	74*	0	-4
16: COc1ccc(-c2noc(N3CCC(C(=O)Nc4ccc(OC)c(OC)c4)CC3)n2)cc1
  -1	-3	3	16	4	9	-1	2	15
17: NS(=O)(=O)c1ccc(CCNCc2cc(Br)ccc2OCc2ccccc2)cc1
  -2	-45	-2	0	-5	6	11	0	12
18: O=C(C1COc2ccccc2O1)N1CCc2ccccc21 (stereo not drawn)
  0	3	2	9	3	1	-6	-1	-2
19: O=C(NC(=S)NCc1cccnc1)c1ccccc1[N+](=O)[O-]
  -4	5	3	-2	-1	12	19	-1	4
20: Cc1[nH][nH]c(=O)c1C(c1ccc(O)c(Br)c1)c1c(C)[nH][nH]c1=O
  -6	4	-9	9	25	3	-5	-4	9

Just PAFAH1B3 FP inh, for some of the entries so far:
#	mol	PAFAH1B3 FP inh
2	CSc1nnnn1-c1ccc(C(=O)OCC(=O)N2CCOCC2)cc1	4
12	Cc1cccc2cc(CN(Cc3ccc(F)cc3)C(=O)N(C)C)c3nnnn3c12	5

Continuation.
The line under a structure holds: PAD4 inh	PREPL inhibitor	LYPLA2 counter	PAFAH2 inh	GSTO1 counter	PAFAH1B3 FP inh	EBNA-1 inh	LYPLA1 counter	ZTA DNA inh
21: CC(C)C1N(S(=O)(=O)c2ccccc2)CCN1S(=O)(=O)c1ccccc1
  3	34	7	0	-5	1	12	-1	-3
22: O=C(Oc1ccc(/C=N/NC(=O)c2ccccc2F)cc1)c1ccccc1
  -5	3	-9	-4	1	4	-7	-3	9
23: Cc1cc(Br)ccc1NC(=O)CNC(=O)CSc1nccn1C
  0	4	/	6	/	5	/	/	/
24: C[C@H]1CN([C@@H](C)CO)C(=O)Cc2cc(NS(C)(=O)=O)ccc2O[C@@H]1CN(C)Cc1ccc(Cl)c(Cl)c1
  3	47*	/	-2	/	-4	/	/	/
25: Cc1cc(F)ccc1NS(=O)(=O)c1cccc2nsnc12
  0	20	4	2	2	3	-2	-1	-1
26: CN(C)CCN(C)Cc1ccccc1Sc1cccc2ccccc12
  -5	28	1	-4	6	0	-4	2	0
27: Cc1cccc(N2CCN(C(=O)CCCn3c(=O)[nH]c4ccsc4c3=O)CC2C)c1 (stereo not drawn)
  2	-11	8	9	3	7	-11	-2	3
28: Cc1ccccc1CN1C2=NCCCN2c2ccccc21
  1	19	3	4	5	6	1	-2	-6
29: O=C(Nc1ccccc1-c1ccccc1)c1ccc(=O)[nH]n1
  0	2	0	4	-2	6	-2	5	-5
30: Cc1ccc(S(=O)(=O)NCCc2nnc(SCc3cccnc3)n2C)cc1
  1	13	-1	-3	6	13	6	1	-13
31: COc1cccc(CNC(=O)Cn2nc(-c3ccc(Cl)cc3)ccc2=O)c1
  -2	-20	-1	9	-4	-1	-2	-3	3
32: COc1ccc(Cl)cc1Nc1nc(C)nc2c1oc1ccccc12
  15*	-2	-2	-2	1	8	6	0	-2
33: CCOC(=O)NNC(=O)c1ccc(Cl)cc1
  2	5	1	0	0	2	-11	0	7
34: O=C(CSc1nnnn1-c1ccccc1)N1CCNC1=O
  -6	-2	5	1	3	11	-3	3	11
35: O=C(NCCCN1CCOCC1)c1c(-c2ccccc2)sc2ccccc12
  2	-1	/	2	/	-9	/	/	/
36: CC(C)(CC(=O)N1CCN(c2ccc(Cl)cc2)CC1)CC1=NS(=O)(=O)c2ccccc2N1
  -3	36	3	-7	23	-5	3	-7	-6
37: COc1ccc(/C(O)=C2/C(=O)C(=O)N(CCN3CCOCC3)C2c2ccccn2)cc1 (stereo not drawn)
  -2	-4	-5	-3	12	-4	-7	-5	-5
38: Cc1oc(-c2ccc3c(c2)OCCO3)cc1C(=O)O
  1	10	-1	3	4	3	-5	-5	-15
39: O=C(CCC(=O)c1cccs1)NC1CCCCCC1
  0	5	9	8	2	19	-4	3	-17
40: CCC(=O)Nc1c(C)n[nH]c1C
  0	4	-4	1	10	5	0	-1	-12
41: CCOc1ccc(-n2c(=O)c3c4c(sc3n(CC(=O)NCCCOC)c2=O)CCCCC4)cc1
  7	-5	6	-2	6	-2	-8	1	12
42: O=C(O)c1cnc(-c2ccccc2)nc1Sc1ccc(Cl)cc1Cl
  0	-4	2	-13	-2	0	7	-3	-4
43: Cc1ccc(S(=O)(=O)N2CCN(c3ccccc3)CC2)c(C)c1
  1	-31	-10	1	3	7	-13	-1	-13
44: CCN(C(=O)CSc1nnc(Cn2nnc3ccccc32)o1)c1nc(-c2ccccc2)cs1
  4	-26	-4	-3	-3	-4	-2	-4	6
45: COc1ccc(NC2CCCN(Cc3cccc4cnccc34)C2)cc1OC (stereo not drawn)
  -8	3	2	2	3	6	2	1	-6
46: S=C(c1ccc2c(c1)OCO2)N1CCOCC1
  1	0	-1	-4	-4	0	-1	0	-1
47: COc1ccccc1C(=O)NCC(=O)OCC(=O)NNC(=O)c1ccc(Br)cc1
  -8	13	/	-2	/	0	/	/	/
48: Oc1ccccc1Oc1c(F)c(F)nc(N2CCCC2)c1F
  3	2	14	-4	4	0	12	0	1
49: COc1ccc(CCNS(=O)(=O)CC23CCC(CC2=O)C3(C)C)cc1OC (stereo not drawn)
  9	6	0	-2	5	6	-3	2	-7
50: CN(CC(=O)Nc1ccc(C(N)=O)cc1)CC(=O)Nc1ccccc1Br
  1	-15	-5	-8	3	7	-11	-2	-14
51: O=C(O)COCc1nc2ccccc2s1
  1	-3	2	9	0	6	-4	2	11
52: COc1ccc(C(=O)NCC(=O)OCc2ccc([N+](=O)[O-])cc2)cc1
  2	3	5	-2	2	1	6	1	9
53: CCCC(=O)Nc1nc2nc(-c3ccccc3)cc(-c3ccccc3)n2n1
  0	0	3	-1	1	-3	-10	-7	-16
54: Cc1ccc(C(=O)CN(CCC(=O)O)S(=O)(=O)c2ccc([N+](=O)[O-])cc2)cc1
  -5	1	-2	-4	-2	11	12	3	9
55: Cc1ccc(CN(c2ccc(C(=O)N3CCc4ccccc4C3)cc2)S(C)(=O)=O)cc1
  -5	-8	7	-10	6	8	-6	-1	6
56: CCc1nn(CC(=O)N2CCN(CC)CC2)c(=O)c2cc3sccc3n12
  3	12	-1	4	17	3	-3	-1	3
57: COCCNC(=O)c1ccc(-n2c(SCc3cc(F)ccc3F)nc3ccccc3c2=O)cc1
  -2	1	8	-3	4	-2	40*	1	-8
58: O=C(/C=C/c1ccc(S(=O)(=O)N2CCOCC2)cc1)NCc1ccccc1F
  0	-4	4	-4	/	-2	/	0	4
59: Cc1ccnc2nc(C(=O)OCCOc3cccc(Br)c3)nn12
  1	23	4	3	9	2	4	-1	4
60: CCN(C(=O)Cc1c(C(=O)O)[nH]c2ccccc12)c1ccc(OC)cc1
  -4	24	-7	-1	-5	-4	7	-1	7
61: O=C(CSc1cccc2cccnc12)N/N=C/c1ccc(O)cc1
  1	-2	2	1	-13	4	1	2	-14
62: O=C(COc1ccc2c(c1)CCC2)N1CCN(c2ccccc2F)CC1
  1	-6	1	10	1	0	-1	1	2
63: Cc1ccc(CNC(=O)CSc2n[nH]c(N)n2)cc1
  -3	17	3	2	2	-3	1	2	-10
64: O=C(COc1ccc(S(=O)(=O)NC2CCCCC2)cc1)NCc1ccccn1
  2	7	4	9	3	-1	9	4	12
65: O=C(OC1CCOC1=O)c1cc(-c2ccccc2)nc2ccccc12 (stereo not drawn)
  1	15	1	5	2	7	10	0	8
66: CCOC(=O)CSc1nc(N)c(C#N)c(-c2ccc(OCC)cc2)c1C#N
  -5	-15	1	1	2	2	-5	-2	0
67: CCCCn1c(N)c(N(CC(C)C)C(=O)CCCc2nc3ccccc3c(=O)[nH]2)c(=O)[nH]c1=O
  -2	10	0	-3	9	4	-14	-2	3
68: Cc1ccc(NC(=O)Cn2c(CCC(=O)O)ccc2-c2cccs2)cc1Cl
  -8	5	2	3	2	4	-12	-6	3
69: O=C(COC(=O)c1ccco1)Nc1cccc(S(=O)(=O)N2CCCCC2)c1
  0	5	/	49*	/	-1	/	/	/
70: Cc1ccc(S(=O)(=O)Nc2cccc(C(=O)N3CCCC3)c2)cc1F
  4	1	-1	9	9	1	12	-3	-2

(further entries)
The line under a structure holds: PAD4 inh	PREPL inhibitor	LYPLA2 counter	PAFAH2 inh	GSTO1 counter	PAFAH1B3 FP inh	EBNA-1 inh	LYPLA1 counter	ZTA DNA inh
71: O=C(NCc1cccnc1)C1CC(c2ccccc2Cl)=NO1 (stereo not drawn)
  0	-2	0	1	-1	12	-1	4	-13
72: Cc1nnc(SCc2cccc(Oc3ccccc3)c2)n1N
  -1	5	3	6	-3	2	2	1	7
73: Cc1ccc(S(=O)(=O)N[C@H](C(=O)OCC(=O)NC(=O)Nc2ccc3c(c2)OCCO3)C(C)C)cc1
  0	4	6	-7	-1	0	-15	-5	0
74: CCN(Cc1ccccc1)S(=O)(=O)c1ccc(C(=O)N(CCCN(C)C)c2nc3cc4c(cc3s2)OCO4)cc1
  0	11	-8	-6	2	1	1	-1	19
75: Fc1ccc(-n2c(Cn3nnc4ccccc43)n[nH]c2=S)cc1
  -1	-2	2	-2	8	-1	-8	2	-3
76: Fc1ccccc1CSc1nncn1NC/C=C/c1ccccc1
  -4	-3	4	1	-12	16	3	2	3
77: Nc1ncnc2c1ncn2C1OC(CO)C(O)C1O (stereo not drawn)
  -3	-2	7	-19	-7	6	-1	2	11
78: Cc1ccccc1Nc1nc(N)nc(CN2CCN(C(=O)c3ccccc3)CC2)n1
  4	6	-2	0	15	4	-4	2	-9
79: O=C(CCC(=O)NC1CCN(Cc2ccccc2)CC1)NCc1ccco1
  -2	15	-5	2	0	6	9	-6	2
80: O=C(Cc1c[nH]c2ccccc12)NCc1cccs1
  -3	0	4	4	2	2	7	4	5
81: O=c1[nH]c2cccnc2c2ccsc12
  -5	-1	3	3	6	8	8	3	7

High-throughput results (PubChem BioAssay)
